AddAB inh = growth inhibition of E. coli expressing H. pylori AddAB, primary screen, AddAB inhibitor project, absorbance; inhibition, % at 11.9 µM; 330,000 tested, 0.29% active; in the data active means inhibition above about 12%;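 further: 0% = vehicle wells of infected cells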
DAGLB inhibitor = DAGLB lipase inhibitors, primary screen, biochemical, fluorescence, HTS; HEK293T DAGLB membrane lysate, EnzChek fluorogenic substrate; 340,000 tested, 0.059% active; inhibition, % at 5.17 µM; Diacylglycerol lipase-beta (Homo sapiens), Q8NCG7; AID 504411, 2011; in the data active means inhibition above about 34%;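 further: 0% = enzyme with vehicle and 100% = wells lacking enzyme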
Target sequence (Q8NCG7 whole entry, looked up): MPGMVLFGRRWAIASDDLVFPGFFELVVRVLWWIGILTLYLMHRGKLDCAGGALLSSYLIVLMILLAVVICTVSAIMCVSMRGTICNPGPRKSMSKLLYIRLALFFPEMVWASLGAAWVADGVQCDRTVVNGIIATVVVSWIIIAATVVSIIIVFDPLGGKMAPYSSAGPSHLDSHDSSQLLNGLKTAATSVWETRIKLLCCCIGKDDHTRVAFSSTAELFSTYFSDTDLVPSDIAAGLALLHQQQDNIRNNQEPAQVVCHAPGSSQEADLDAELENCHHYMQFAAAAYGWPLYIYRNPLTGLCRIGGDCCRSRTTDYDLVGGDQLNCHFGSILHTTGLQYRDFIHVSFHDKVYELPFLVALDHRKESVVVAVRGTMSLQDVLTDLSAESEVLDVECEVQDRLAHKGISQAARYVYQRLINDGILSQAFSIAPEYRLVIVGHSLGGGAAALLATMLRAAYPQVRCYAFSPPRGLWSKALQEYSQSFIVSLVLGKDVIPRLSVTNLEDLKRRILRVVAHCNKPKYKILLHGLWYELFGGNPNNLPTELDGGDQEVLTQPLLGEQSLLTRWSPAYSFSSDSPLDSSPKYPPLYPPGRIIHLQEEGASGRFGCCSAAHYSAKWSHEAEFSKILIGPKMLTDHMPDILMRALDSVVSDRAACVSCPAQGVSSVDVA
Tat export inh = E. coli Tat export inhibitors, primary screen, MC4100, TorA-mCherry reporter, fluorescence, single point; inhibition, % at 10 µM; 340,000 tested, 0.036% active;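 active means mean replicate inhibition at least 50% and at least half of replicates individually reaching 50%; inconclusive means only one of the two criteria met; inactive means neither criterion met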;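 further: exported cargo escapes ClpAP degradation while cytoplasmic cargo is degraded and loses fluorescence; 0% = median of neutral control wells and 100% = median of NaSCN control wells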
Wnt bcat act = Wnt/beta-catenin pathway activators, primary screen, cell-based, plate reader, single point | Wnt/beta-catenin reporter cell assay, activator | activation, % at 9.35 µM | 300,000 tested, 1.2% active; in the data active means activation above about 30%, passing the limit was not always enough; inconclusive means no clear call, values can overlap the other calls;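 further: 0% = neutral control wells and 100% = positive control wells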
Ecoli viability = E. coli V3065 growth inhibition, primary screen, counter-screen for AddAB inhibitor project, absorbance, OD600. inhibition, % at 11.9 µM. 330,000 tested, 0.27% active. 18 h;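 active means inhibition above the campaign's mean inhibition across all tested compounds plus 3 SD, cut at about 9.9% in these data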;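 further: uninfected addAB+ strain grown without phage in ampicillin broth; 0% = DMSO wells and 100% = ciprofloxacin 0.95 µg/ml wells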
phage Ecoli inh = growth loss of phage-infected E. coli, primary screen, RecBCD inhibitor project, absorbance, with phage, HTS. inhibition, % at 11.9 µM. 360,000 tested, 0.26% active. AID 651602, 2012; in the data active means inhibition above about 11%
PfHsp90 yeast 2 = growth inhibition of PfHsp90-expressing yeast, primary screen, antimalarial PfHsp90 inhibitor project, S. cerevisiae, BacTiter-Glo luminescence, single point, set 2. inhibition, % at 9.4 µM. 310,000 tested, 0.32% active. BacTiter-Glo ATP, 48 h; yeast lacking PDR1 and PDR3 efflux regulators;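 active means every replicate shows inhibition above about 80%, whatever the replicate mean, limit read from the data; inconclusive means mean inhibition reaches the set limit but some replicate falls short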;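 further: 0% = DMSO neutral controls and 100% = 20 µM radicicol positive controls; yeast relying on Plasmodium falciparum Hsp90 in place of its own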
Rtt109 Vps75 = inhibitors of C. albicans Rtt109/Vps75 HAT, primary screen, biochemical, ThioGlo CoA-SH fluorescence, plate reader | Histone acetyltransferase RTT109 (Candida albicans (strain SC5314 / ATCC MYA-2876)), … | purified Rtt109/Vps75, 4 h | inhibition, % at 34.9 µM | 330,000 tested, 0.16% active | AID 540336, 2011;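 active means inhibition of at least 50% in every replicate; inconclusive means best replicate reaches 50% inhibition but some replicates fall short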
Target sequence (Q5AAJ8 whole entry, looked up): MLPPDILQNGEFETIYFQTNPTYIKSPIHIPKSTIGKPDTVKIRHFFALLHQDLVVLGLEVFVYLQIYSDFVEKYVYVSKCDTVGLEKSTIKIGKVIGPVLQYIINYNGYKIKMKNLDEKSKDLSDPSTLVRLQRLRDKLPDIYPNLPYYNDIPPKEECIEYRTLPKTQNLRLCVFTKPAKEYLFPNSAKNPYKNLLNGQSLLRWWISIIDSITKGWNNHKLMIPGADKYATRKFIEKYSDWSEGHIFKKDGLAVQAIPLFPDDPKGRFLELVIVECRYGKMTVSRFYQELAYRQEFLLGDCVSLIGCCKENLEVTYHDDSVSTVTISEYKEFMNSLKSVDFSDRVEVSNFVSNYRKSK
CAL PDZ inh = CAL PDZ peptide-binding inhibitors, primary screen, biochemical, fluorescence polarization, Cer-tagged CAL PDZ, HTS. Golgi-associated PDZ and coiled-coil motif-containing protein (Homo sapiens), Q9HD26. inhibition, % at 20 µM. purified CAL PDZ, TMR-peptide fluorescence polarization, 1 h. 330,000 tested, 0.02% active;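 active means highest replicate inhibition of at least 40%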;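 further: plate controls were DMSO neutral control wells for no effect and unlabeled competitor peptide control wells for full effect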
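Test system: purified CerCALP PDZ construct; Compound dosing: one concentration, 20 µM compound; Also added: TMR-labelled reporter peptide T*-PRC34 bound in PDZ groove; Read-out: inhibition from polarization loss; Controls: unlabelled peptide and DMSO controls; Signal: FP readout, S and P plane fluorescence; Incubation: 1 h at RT.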
PvdQ acylase = P. aeruginosa PvdQ acylase inhibitors, primary screen, biochemical, fluorescence, plate reader and imaging, single point. PvdQ acylase [Pseudomonas aeruginosa LESB58]. purified PvdQ acylase. inhibition, % at 10 µM. 340,000 tested, 0.063% active. AID 488965, 2010; in the data active means inhibition above about 30%, passing the limit was not always enough; inconclusive means no clear call, values can overlap the other calls;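 further: 0% = vehicle neutral wells and 100% = reference inhibitor wells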
An asterisk follows results filed as active; ? = inconclusive; nt = no result given.

SMILES	AddAB inh	DAGLB inhibitor	Tat export inh	Wnt bcat act	Ecoli viability	phage Ecoli inh	PfHsp90 yeast 2	Rtt109 Vps75	CAL PDZ inh	PvdQ acylase
CCC(C(=O)NCCC1=CCCCC1)n1nc(C)c2c(C)n(-c3ccccc3)nc2c1=O (stereo not drawn)	2.9	1	3	-2	0.2	-0.1	-22	8	-0.2	-10
CCC1C(=O)N=C(SCC(=O)Nc2ccc(C)cc2)N(c2ccccc2)C1=O (stereo not drawn)	2.9	0	-10	0	-3.0	-0.2	-11	10	-1.8	-13
C=C(C)CNC(=S)N/N=C/c1ccc(N2CCOCC2)cc1	2.9	-1	3	13	1.6	3.4	-1	nt	-2.1	-12
COC(=O)C[C@H](NC(=O)Cn1cnc2c(NCc3ccccc3)ncnc21)C(=O)OC	-1.2	0	1	-2	-0.2	1.7	27	2	0.6	-9
Cc1cccc(C(=O)NNC(=O)CSc2nnc(C(C)C)n2C)c1	3.4	-1	-7	0	0.9	0.7	2	-2	-1.9	-1
O=C(c1cc(-c2cccnc2)nc2ccccc12)N1CCN(S(=O)(=O)c2ccc(Cl)s2)CC1	nt	1	2	-3	nt	0.8	-39	4	-1.8	-6
Cc1ccccc1-c1nnc(SCC(=O)NC2CCCCC2)o1	3.3	-2	9	4	0.3	1.7	8	-1	-0.8	-17
Cc1cccc(NC(=O)CCS(=O)(=O)c2cc3c(cc2Cl)NC(=O)CO3)c1	0.8	0	3	1	-0.1	1.4	16	2	-1.9	-1
C=CCNC(=O)c1onc(CSc2ccc(C(C)C)cc2)c1C(=O)O	4.2	12	1	1	0.2	0.0	-14	-2	0.4	-10
COc1ccc(C2N(c3ccccc3)CCN2c2ccccc2)cc1O	0.0	0	1	6	0.1	4.2	12	1	nt	-2
O=C(COc1cccnc1[N+](=O)[O-])Nc1cc(S(=O)(=O)N2CCCCC2)ccc1Cl	-0.8	-1	0	1	-0.4	1.5	-22	-4	-0.5	-6
CCS(=O)(=O)c1ccc2c(c1)N(S(=O)(=O)c1cccs1)CC(C(=O)O)O2 (stereo not drawn)	-0.9	-1	-3	0	-1.3	0.7	2	-3	-1.0	-8
Cn1c(N)c(C(=O)CSc2nnc(-c3ccccc3F)n2C2CC2)c(=O)n(C)c1=O	2.2	-1	0	-1	3.1	1.6	nt	6	-0.5	-12
CCN(CC)S(=O)(=O)c1ccc(N2CCCC2)c(NS(=O)(=O)c2ccc([N+](=O)[O-])cc2)c1	1.0	4	0	1	0.8	1.2	-26	-3	0.5	-8
CC1(C)SC2c3ccccc3C(=O)N2[C@@H]1C(=O)NCCCN1CCOCC1 (stereo partly drawn)	0.6	3	-6	nt	-1.4	2.0	-4	1	0.2	-6
Nn1c(COc2ccccc2)nc2ccccc2c1=O	2.2	3	-14	8	2.0	4.9	10	-19	-1.7	-1
CC(C)(O[C@@H]1O[C@H](CO)[C@@H](O)[C@H](O)[C@H]1O)[C@@H]1CC=C(C(=O)O)CC1	0.3	-2	-6	0	0.2	2.4	25	-5	-0.9	-9
COC(=O)c1cc(=O)n(Cc2ccc3c(c2)OCO3)c(=Nc2ccc(F)cc2)s1	-2.2	-2	4	5	-1.3	2.5	7	-8	0.4	-1
Cc1nnc(C)n1/N=C/c1ccc(-c2ccccc2Cl)o1	2.5	-3	16	0	-1.9	-0.1	0	5	-3.2	-20
CN(C)S(=O)(=O)c1ccc(C(=O)NCC2(N3CCOCC3)CCCCC2)cc1	1.6	-2	-8	9	2.1	1.7	-2	4	-1.3	6
CCOCCCNC(=O)CN1C(=O)NC(Cc2c[nH]c3ccccc23)C1=O (stereo not drawn)	-0.4	0	-8	1	-1.3	2.4	-1	-4	-0.9	-18
O=C(CCC1CCCCC1)NC1CCCCC1	2.2	-2	9	19	1.7	0.1	-2	1	-0.2	-10
CC(C)CCN(CC(=O)NCc1ccc(F)cc1)S(=O)(=O)c1ccccc1F	0.0	-6	6	-2	-1.7	0.9	-15	0	-1.4	10
O=C(COC(=O)c1cccnc1Cl)Nc1cccc(S(=O)(=O)N2CCCCC2)c1	2.3	1	-1	0	-1.8	4.6	14	3	-2.4	-12
NC(=O)C1CCN(CCCNC2CC(=O)N(Cc3ccc(N4CCCC4=O)cc3)C2=O)CC1 (stereo not drawn)	3.4	0	-8	-1	1.6	3.3	nt	-9	0.0	-19
CCN1C(=O)/C(=C2/C=Cc3cc(C)ccc3N2CC)N(C)C1=S	0.3	7	5	-1	-0.3	3.7	-22	7	-2.6	-13
COc1ccc(CNC(=O)CCN2C(=O)c3ccccc3S2(=O)=O)cc1	3.8	-1	-4	-3	-2.1	3.3	-10	-5	-2.5	-11
CCOC(=O)C1=CNS(=O)(=O)NC1c1ccc(C)cc1 (stereo not drawn)	-2.0	0	4	-1	-0.2	-0.7	20	-3	-0.9	-15
O=C(N/N=C/c1ccco1)c1ccc(NC(=O)C2CC2)cc1	0.5	-1	-8	-1	0.0	4.6	18	6	-1.6	4
OCCC1CN(Cc2cccc3nonc23)CCN1Cc1ccsc1 (stereo not drawn)	5.2	1	-5	1	-2.7	1.2	8	-13	-1.3	-9
O=C(CSc1ncnc2c1nnn2Cc1ccc(F)cc1)NC1CCCC1	2.0	2	-5	-1	-1.2	-0.9	1	11	-2.1	-18
CC(C)(C)c1ccc(CN2C(=O)c3ccccc3S2(=O)=O)cc1	-0.6	-4	21	6	-0.5	1.1	-51	0	-1.5	-4
CCOc1ccc(NC(=O)CCC(=O)OC)cc1	-0.8	-3	-8	nt	-0.5	-2.4	-3	12	-1.7	-2
Cc1ccc(C(=O)NC(=S)Nc2ccc3[nH]c(=O)[nH]c3c2)c(C)c1	3.9	1	-2	-1	1.1	2.0	-21	-1	-2.8	-4
CSCCC(N=C(NS(=O)(=O)c1ccc(Br)cc1)c1ccccc1)C(=O)O (stereo not drawn)	5.4	2	6	-6	1.2	6.3	-4	0	0.6	-2
Cc1cnc(C(=O)OCc2ccc(Br)cc2F)cn1	0.7	1	16	0	-1.8	-1.5	8	-5	-2.3	1
COc1cc(NC(=O)C2Cc3ccccc3CN2S(C)(=O)=O)cc(OC)c1 (stereo not drawn)	1.0	0	-9	-1	2.1	1.4	-7	8	-0.3	1
Nc1c(N(Cc2ccccc2)C(=O)COc2ccc([N+](=O)[O-])cc2)c(=O)[nH]c(=O)n1Cc1ccccc1	nt	14	-2	-2	nt	1.6	nt	-1	0.3	-17
CCOC(=O)N1CCN(c2c(F)cc3[nH]c(=S)[nH]c3c2Br)CC1	-0.6	1	5	nt	-1.9	3.1	17	-1	nt	-24
CCCCOC(=O)CSCC(=O)N1N=C(c2cccs2)CC1c1ccc(F)cc1 (stereo not drawn)	-2.2	-8	12	-7	-1.9	2.0	-16	0	-1.3	-1
Cc1ccc(NC(=O)CCn2cnc3ccccc3c2=O)c(C)c1	1.7	1	0	-1	-0.4	1.0	9	1	0.3	1
COc1cccc(C=NNc2nc3ccccc3s2)c1OC	nt	-8	-3	51*	nt	0.1	21	3	0.2	-17
CCN1C(N(C)C)=NC[C@@H]1Cc1ccccc1	3.0	3	-7	-2	-1.9	2.8	-3	-8	0.4	3
O=C(c1c[nH]c(C(=O)C(Cl)(Cl)Cl)c1)c1ccccc1Br	1.4	-2	1	nt	-1.5	5.1	-6	-4	nt	7
NC(=S)NNC(=O)[C@@H]1CCCC[C@@H]1C(=O)O	4.1	1	-16	nt	-2.0	nt	-4	2	-0.3	11
CCO[C@@H]1OC(C(=O)N2CCOCC2)=C[C@H](C(C)(C)C)[C@H]1CCCO	5.0	0	-9	-2	-0.9	1.4	-7	-14	-0.4	-6
O=C(CCC(=O)Nc1ccccc1Cl)NNC(=S)Nc1ccccc1C(F)(F)F	0.4	0	-4	1	-0.8	1.1	14	-1	-2.6	-16
O=C(Cc1ccccc1)NNC(=O)C1CC=CCC1 (stereo not drawn)	1.7	-1	9	-1	-2.5	3.3	0	-2	-3.4	3
CC(=O)Nc1ccc(S(=O)(=O)Nc2ccc(S(=O)(=O)N3CCCCCC3)cc2)cc1	0.8	-4	-6	-2	-0.2	2.8	0	-20	1.5	6
CCC(C)(C)n1nnnc1C(c1cccc(C#N)c1)N1CCN(c2cccc(C)c2C)CC1 (stereo not drawn)	-1.1	1	0	nt	0.8	2.0	-7	4	0.6	2
CC(C)=CCC/C(C)=C/C=N/NC(=O)c1ccccc1[N+](=O)[O-]	1.4	-4	6	nt	0.5	2.9	-14	-3	0.1	-11
COc1ccccc1N1CCN(C(=O)c2cc3ccccc3[nH]2)CC1	-0.7	-4	-8	-3	-2.8	-0.1	-17	3	-1.6	-6
CNS(=O)(=O)c1ccc(Cl)nc1	1.6	-2	1	-5	1.1	1.7	4	4	0.6	-4
COc1cccc(CC2(CO)CCCN(Cc3sc(N4CCCC4)nc3Cl)C2)c1 (stereo not drawn)	0.8	-1	-1	1	-0.4	0.6	19	1	-1.3	-14
O=c1c([N+](=O)[O-])c(NC2CCCCC2)c2ccccc2n1-c1ccccc1	1.3	1	-3	nt	4.2	1.1	-19	3	-0.2	-14
Cc1ccc(NC(=O)Nc2ccc(F)c(Cl)c2)cc1	5.9	-8	0	47*	6.4	4.5	-8	-4	-3.9	-7
CC1Cc2nc(SCC(=O)Nc3ccc4c(c3)OCCO4)n(C)c(=O)c2S1 (stereo not drawn)	1.3	-1	0	nt	0.4	1.4	14	?	-3.2	-8
CC(=O)Nc1ccc(OCc2ccc3c(c2)OCO3)cc1	0.2	-2	-9	11	1.0	3.8	6	6	8.4	10
CC(C)OCCCNC(=O)c1c(N)n(/N=C/c2ccccn2)c2nc3ccccc3nc12	2.5	-1	-3	nt	1.1	1.3	-62	4	-2.0	-17
CCC1CCCCN1C(=S)NC(=O)c1cccs1 (stereo not drawn)	nt	-2	2	-3	nt	-0.2	-1	2	-0.6	-9
COc1ccc(C(=O)c2sc3nc(C)cc(-c4cccs4)c3c2N)cc1	nt	-12	4	nt	nt	1.9	-45	-3	-2.2	-10

Only DAGLB inhibitor and Wnt bcat act, for 3 of the compounds above:
SMILES	DAGLB inhibitor	Wnt bcat act
Cc1cnc(C(=O)OCc2ccc(Br)cc2F)cn1	1	0
COc1cc(NC(=O)C2Cc3ccccc3CN2S(C)(=O)=O)cc(OC)c1 (stereo not drawn)	0	-1
Nc1c(N(Cc2ccccc2)C(=O)COc2ccc([N+](=O)[O-])cc2)c(=O)[nH]c(=O)n1Cc1ccccc1	14	-2
